Rin1 Abl inh: inhibitors of human Rin1-Abl protein interaction. P00519+Q13671. TR-FRET Rin1/Abl binding, biochemical. inhibition, % at 7.35 µM. 360,000 compounds, 0.4% hits; in the data active = inhibition above about 5%, passing the limit was not always enough
MsrA act: activates bovine MsrA enzyme; purified bovine MsrA, absorbance read-out; activation, % at 10.6 µM; 360,000 compounds, 0.3% hits; AID 602163; in the data active = activation above about 7.5%;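 also: 0% = vehicle and 100% = reference activator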
MsrA inhibitor: bovine MsrA inhibition. purified bovine MsrA, absorbance read-out. inhibition, % at 15.5 µM. 360,000 compounds, 0.75% hits. AID 651718; in the data active = inhibition above about 4.5%;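 also: 0% = vehicle wells with enzyme and 100% = reference inhibitor wells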
FAS-TE inh: inhibitors of human fatty acid synthase thioesterase domain; P49327; recombinant FAS-TE, OMFH fluorogenic substrate, fluorescence endpoint; inhibition, % at 15 µM; 360,000 compounds, 0.67% hits;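 active = compounds whose normalised, plate-corrected inhibition of enzyme fluorescence in the single-dose primary screen is 50% or more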;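 also: 0% = DMSO with enzyme and 100% = substrate without enzyme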
CSN deneddyl inh: inhibitors of human CSN-mediated cullin deneddylation. Q92905. Purified CSN, SCF-Nedd8-OG deneddylation, fluorescence polarization. inhibition, % at 12.5 µM. 360,000 compounds, 0.38% hits;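 active = pattern-corrected inhibition above about 35%, with an unprinted fluorescence ratio check between 0.5 and 1.5, limit read from the data, passing the limit was not always enough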;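 also: 0% = enzyme with substrate and 100% = substrate without enzyme; some results filed as inactive read as strong as hits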
Target sequence (Q92905 whole entry, looked up, one chain of several): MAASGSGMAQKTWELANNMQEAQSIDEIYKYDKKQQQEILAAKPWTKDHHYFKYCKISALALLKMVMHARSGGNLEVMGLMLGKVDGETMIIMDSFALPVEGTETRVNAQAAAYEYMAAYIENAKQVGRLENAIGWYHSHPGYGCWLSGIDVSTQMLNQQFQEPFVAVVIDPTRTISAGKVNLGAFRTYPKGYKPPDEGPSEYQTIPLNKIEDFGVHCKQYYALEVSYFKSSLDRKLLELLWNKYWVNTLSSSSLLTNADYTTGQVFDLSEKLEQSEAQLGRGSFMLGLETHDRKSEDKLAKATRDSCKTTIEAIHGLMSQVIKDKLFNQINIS
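assay system = purified human Csn5 enzyme expressed in HEK293T cells | amount = 0.24 nM enzyme | buffer or medium = Tris/NaCl/DTT buffer, pH 7.5 | reagent = 10 nM SCFSkp2-Nedd8OG | compound = one concentration, 12.5 µM, 0.25% DMSO | times = 90 min reaction at room temperature | signal = FP | read-out basis = % inhibition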
MT1-MMP act inh: MT1-MMP (human) activation inhibition; P50281; HT1080 RFP-PRO-GFP cells, GFP/RFP ratio fluorescence, overnight; percent of plate control window, DMSO zero; GFP/RFP ratio change, % at 20 µM; 360,000 compounds, 0.061% hits;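 active = GFP/RFP ratio change of at least 30% with cell ATP level not reduced by more than half and red fluorescence within 50% of control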; also: strong numbers were not always called active
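Material: RFP-PRO-GFP reporter HT1080 cells. Dosing: single-point 20 µM compound, 1% DMSO. Controls: DMSO and RFP-L50D-GFP cell wells. Timing: cells overnight before dosing, compound overnight, 37 °C, 5% CO2. Measure: GFP/RFP fluorescence ratio.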
eLon inh: inhibitors of E. coli Lon protease; 360,000 compounds, 0.42% hits; inhibition, % at 7.94 µM; purified E. coli Lon protease, fluorescence polarization; P0A9M0; in the data active = inhibition above about 13%, passing the limit was not always enough;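 also: 0% = enzyme with probe and DMSO and 100% = no enzyme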
Rpn11 block: inhibitors of human proteasome Rpn11 | O00487 | human 26S proteasome, Ub4-pepOG fluorescence polarization; 20S core pre-blocked with epoxomicin | calls only at 20 µM | 360,000 compounds, 0.59% hits | AID 588493;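 active = inhibition at 20 µM, scaled to each plate's controls, above about 33%, limit read from the data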
PABP1 MLLE inh: inhibitors of microRNA-mediated deadenylation, human PABP1 MLLE binding; P11940; GST-MLLE / FITC-PAM2 fluorescence polarization; inhibition, % at 20 µM; 360,000 compounds, 0.36% hits; AID 588489; in the data active = inhibition above about 35%, passing the limit was not always enough;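 also: plate controls were DMSO wells with GST-MLLE for no effect and wells lacking GST-MLLE protein for full effect; some results filed as inactive read as strong as hits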
Target sequence (P11940 whole entry, looked up): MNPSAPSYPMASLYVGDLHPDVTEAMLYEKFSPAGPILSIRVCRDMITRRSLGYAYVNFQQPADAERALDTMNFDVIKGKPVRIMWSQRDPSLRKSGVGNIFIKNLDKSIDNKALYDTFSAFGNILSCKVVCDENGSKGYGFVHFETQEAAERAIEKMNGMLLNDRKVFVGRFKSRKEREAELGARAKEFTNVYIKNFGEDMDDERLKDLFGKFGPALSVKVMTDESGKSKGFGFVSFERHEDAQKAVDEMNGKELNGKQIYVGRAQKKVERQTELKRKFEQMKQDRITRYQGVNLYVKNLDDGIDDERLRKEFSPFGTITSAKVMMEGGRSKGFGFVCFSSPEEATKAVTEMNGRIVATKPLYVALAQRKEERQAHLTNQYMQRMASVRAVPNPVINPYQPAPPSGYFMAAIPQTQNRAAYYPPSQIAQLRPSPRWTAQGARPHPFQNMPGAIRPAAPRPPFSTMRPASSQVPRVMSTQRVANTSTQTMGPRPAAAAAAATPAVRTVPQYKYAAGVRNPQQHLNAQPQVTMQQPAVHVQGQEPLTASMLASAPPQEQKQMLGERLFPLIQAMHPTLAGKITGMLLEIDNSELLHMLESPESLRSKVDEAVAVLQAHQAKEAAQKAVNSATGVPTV
* hit, by the source's call.

`CN(c1ccccc1C(N)=O)S(=O)(=O)c1ccccc1` gave Rin1 Abl inh 0, MsrA act -2, MsrA inhibitor -1.6, FAS-TE inh -13, CSN deneddyl inh 1, MT1-MMP act inh 3, eLon inh 3, Rpn11 block inactive and PABP1 MLLE inh 0.
Screening CC(C)(C)OC(=O)NCCc1nnc(SCc2cccc(Cl)c2)o1 returned Rin1 Abl inh -3, MsrA act 1, MsrA inhibitor -2.1, FAS-TE inh 20, CSN deneddyl inh 1, MT1-MMP act inh 5, eLon inh -2, Rpn11 block inactive and PABP1 MLLE inh 9.
`O=C(O)CCN1CCc2ccccc2C1c1cccs1` (configuration not stated) gave Rin1 Abl inh 0, MsrA act 4, MsrA inhibitor 1.1, FAS-TE inh -8, CSN deneddyl inh -1, MT1-MMP act inh 2, eLon inh -6, Rpn11 block inactive and PABP1 MLLE inh 14.
`CC1CCCC(NC2CCCCNC2=O)C1` (configuration not stated) gave Rin1 Abl inh 8, MsrA act -2, MsrA inhibitor -0.4, FAS-TE inh -3, CSN deneddyl inh 4, MT1-MMP act inh 2, eLon inh -8, Rpn11 block inactive and PABP1 MLLE inh -7.
For CCOC(=O)c1c(NC(C)=O)sc2c1CCC(C=NCCCN(CC)CC)=C2Sc1ccccc1 the results were Rin1 Abl inh -2, MsrA act -6, FAS-TE inh 56*, CSN deneddyl inh 9, MT1-MMP act inh -12, eLon inh -7, Rpn11 block inactive and PABP1 MLLE inh -64.
For CCCc1nc2ccccc2c(=O)n1CC(=O)c1ccccc1 the results were Rin1 Abl inh -3, MsrA act -3, MsrA inhibitor 0.6, FAS-TE inh 2, CSN deneddyl inh -5, MT1-MMP act inh -5, eLon inh 4, Rpn11 block inactive and PABP1 MLLE inh -8.
`Cc1nc(N2CCC(C)CC2)c2c(C)c(C(=O)Nc3ccc(C)c(F)c3)sc2n1` gave Rin1 Abl inh 6, MsrA act -2, MsrA inhibitor 0.5, FAS-TE inh 30, CSN deneddyl inh -2, MT1-MMP act inh -2, eLon inh -7, Rpn11 block inactive and PABP1 MLLE inh -1.
`CCCCN(CC)C(=O)Cc1ccc(Br)cc1` gave Rin1 Abl inh -4, MsrA act -3, MsrA inhibitor 0.7, FAS-TE inh -4, CSN deneddyl inh -3, MT1-MMP act inh -1, eLon inh 6, Rpn11 block inactive and PABP1 MLLE inh -10.
`CC(=O)Nc1ccc(NC(=O)CSc2nc(C)nc3sc(C)c(C)c23)cc1` gave Rin1 Abl inh -2, MsrA act 1, MsrA inhibitor 2.4, FAS-TE inh 3, CSN deneddyl inh 2, MT1-MMP act inh -5, eLon inh 6, Rpn11 block inactive and PABP1 MLLE inh -5.
`Cc1cc(C)cc(NC(=O)C(=O)NCC2CCCO2)c1` (configuration not stated) gave Rin1 Abl inh 1, MsrA act -1, MsrA inhibitor -1.8, FAS-TE inh -12, CSN deneddyl inh -1, MT1-MMP act inh 2, eLon inh 0, Rpn11 block inactive and PABP1 MLLE inh -5.
O=C(CCn1cnnn1)Nc1ccc(Cl)c(Cl)c1 was read as Rin1 Abl inh 3, MsrA act 0, MsrA inhibitor -1.5, FAS-TE inh -7, CSN deneddyl inh 2, MT1-MMP act inh -6, eLon inh -2, Rpn11 block inactive and PABP1 MLLE inh 2.
For C=CCN1C(=O)NC(c2ccccc2)(C(F)(F)F)S/C1=C(\C#N)c1nnc(N2CCOCC2)n1-c1ccccc1 (configuration not stated) the results were Rin1 Abl inh -3, MsrA act -10, MsrA inhibitor -0.8, FAS-TE inh -2, CSN deneddyl inh 7, MT1-MMP act inh -5, eLon inh -4, Rpn11 block inactive and PABP1 MLLE inh 3.
For CC1(C(=O)NS(=O)(=O)C2CC2)CCCN(C(=O)Cc2ccc(F)cc2)C1 (configuration not stated) the results were Rin1 Abl inh 1, MsrA act -2, MsrA inhibitor -1.6, FAS-TE inh -7, CSN deneddyl inh 1, MT1-MMP act inh 0, eLon inh -12, Rpn11 block inactive and PABP1 MLLE inh 9.
`Cc1ccc(S(=O)(=O)N2CCCCC2)cc1C(=O)c1nccn1C` gave Rin1 Abl inh 0, MsrA act -1, MsrA inhibitor 0.0, FAS-TE inh -3, CSN deneddyl inh 0, MT1-MMP act inh 1, eLon inh -4, Rpn11 block inactive and PABP1 MLLE inh 11.
`COc1cccc(-c2cnc(C(O)c3ccc(C(C)(C)C)cc3)[nH]2)c1` (configuration not stated) gave Rin1 Abl inh -3, MsrA act 0, FAS-TE inh 12, CSN deneddyl inh 9, MT1-MMP act inh 1, eLon inh -17, Rpn11 block inactive and PABP1 MLLE inh -10.
COc1cccc(NC(=O)CSc2ccc(-c3sc(C)nc3C)nn2)c1 was read as Rin1 Abl inh -6, MsrA act -5, MsrA inhibitor 0.1, FAS-TE inh 2, CSN deneddyl inh -3, MT1-MMP act inh 3, eLon inh -14, Rpn11 block inactive and PABP1 MLLE inh 2.
CCOC(=O)c1ccccc1Cc1nc2ccccc2c(=O)[nH]1 was read as Rin1 Abl inh 0, MsrA act -2, MsrA inhibitor 2.0, FAS-TE inh -7, CSN deneddyl inh -14, MT1-MMP act inh -8, eLon inh 3, Rpn11 block inactive and PABP1 MLLE inh -1.
`Cc1ccc(S(=O)(=O)n2nc(-c3cccnc3)nc2N)cc1` gave Rin1 Abl inh 2, MsrA act -2, MsrA inhibitor 0.6, FAS-TE inh -10, CSN deneddyl inh -3, MT1-MMP act inh 3, eLon inh 6, Rpn11 block inactive and PABP1 MLLE inh -3.
For COc1cccc(NS(=O)(=O)c2cc3c(cc2C)NC(=O)CO3)c1 the results were Rin1 Abl inh 1, MsrA act 1, MsrA inhibitor 0.1, FAS-TE inh -6, CSN deneddyl inh -5, MT1-MMP act inh -3, eLon inh -5, Rpn11 block inactive and PABP1 MLLE inh -4.
For COc1cc2c(cc1OC)CN(C(=O)CSc1nc(N)c(C#N)cc1C#N)CC2 the results were Rin1 Abl inh 0, MsrA act 1, FAS-TE inh 27, CSN deneddyl inh 8, MT1-MMP act inh -3, eLon inh -2, Rpn11 block inactive and PABP1 MLLE inh -42.
Screening COc1ccc(CNc2ccc3c(c2)CCC3)cc1Br returned Rin1 Abl inh -1, MsrA act -1, MsrA inhibitor 0.7, FAS-TE inh 3, CSN deneddyl inh 6, MT1-MMP act inh -8, eLon inh 5, Rpn11 block inactive and PABP1 MLLE inh -11.
For O=C(CCCNS(=O)(=O)c1cccc2nsnc12)NC1CCCCC1 the results were Rin1 Abl inh 2, MsrA act -3, MsrA inhibitor 1.6, FAS-TE inh -7, CSN deneddyl inh -3, MT1-MMP act inh 0, eLon inh -5, Rpn11 block inactive and PABP1 MLLE inh 5.
`O=C(Nc1ccc(S(=O)(=O)Nc2nccs2)cc1)c1ccncc1` gave Rin1 Abl inh 4, MsrA act -2, MsrA inhibitor 0.0, FAS-TE inh 3, CSN deneddyl inh 4, MT1-MMP act inh -1, eLon inh 11, Rpn11 block inactive and PABP1 MLLE inh 8.
For Fc1ccc(-c2nnc(-c3ccc(Cl)cc3)o2)cc1 the results were Rin1 Abl inh 3, MsrA act -13, MsrA inhibitor -0.5, FAS-TE inh -4, CSN deneddyl inh -9, MT1-MMP act inh 26, eLon inh -6, Rpn11 block inactive and PABP1 MLLE inh -2.
Screening CCOC(=O)C(NC(C)=O)(Nc1ccc(F)cc1)C(F)(F)F (configuration not stated) returned Rin1 Abl inh 1, MsrA act -13, MsrA inhibitor -0.1, FAS-TE inh 3, CSN deneddyl inh -2, MT1-MMP act inh 3, eLon inh -4, Rpn11 block inactive and PABP1 MLLE inh 0.
Cc1ccc(OC(=O)c2sc(Cl)nc2C)cc1C was read as Rin1 Abl inh -3, MsrA act 1, MsrA inhibitor -0.3, FAS-TE inh 8, CSN deneddyl inh 8, MT1-MMP act inh 1, eLon inh 4, Rpn11 block inactive and PABP1 MLLE inh 9.
Screening O=C(Nc1cccc(F)c1)c1ccccc1 returned Rin1 Abl inh -2, MsrA act 0, MsrA inhibitor -1.0, FAS-TE inh -4, CSN deneddyl inh 7, MT1-MMP act inh 4, eLon inh -2, Rpn11 block inactive and PABP1 MLLE inh 9.
Screening CCCOCC1CC2(CC(C)(c3csc(N)n3)OC2=O)C(=O)O1 (configuration not stated) returned Rin1 Abl inh 0, MsrA act -7, MsrA inhibitor 1.7, FAS-TE inh -11, CSN deneddyl inh 16, MT1-MMP act inh -1, eLon inh -3, Rpn11 block inactive and PABP1 MLLE inh -2.

Gathered by group, the compounds so far containing fluorine
`Cc1nc(N2CCC(C)CC2)c2c(C)c(C(=O)Nc3ccc(C)c(F)c3)sc2n1` gave Rin1 Abl inh 6, MsrA act -2, MsrA inhibitor 0.5, FAS-TE inh 30, CSN deneddyl inh -2, MT1-MMP act inh -2, eLon inh -7, Rpn11 block inactive and PABP1 MLLE inh -1.
For C=CCN1C(=O)NC(c2ccccc2)(C(F)(F)F)S/C1=C(\C#N)c1nnc(N2CCOCC2)n1-c1ccccc1 (configuration not stated) the results were Rin1 Abl inh -3, MsrA act -10, MsrA inhibitor -0.8, FAS-TE inh -2, CSN deneddyl inh 7, MT1-MMP act inh -5, eLon inh -4, Rpn11 block inactive and PABP1 MLLE inh 3.
For CC1(C(=O)NS(=O)(=O)C2CC2)CCCN(C(=O)Cc2ccc(F)cc2)C1 (configuration not stated) the results were Rin1 Abl inh 1, MsrA act -2, MsrA inhibitor -1.6, FAS-TE inh -7, CSN deneddyl inh 1, MT1-MMP act inh 0, eLon inh -12, Rpn11 block inactive and PABP1 MLLE inh 9.
For Fc1ccc(-c2nnc(-c3ccc(Cl)cc3)o2)cc1 the results were Rin1 Abl inh 3, MsrA act -13, MsrA inhibitor -0.5, FAS-TE inh -4, CSN deneddyl inh -9, MT1-MMP act inh 26, eLon inh -6, Rpn11 block inactive and PABP1 MLLE inh -2.
Screening CCOC(=O)C(NC(C)=O)(Nc1ccc(F)cc1)C(F)(F)F (configuration not stated) returned Rin1 Abl inh 1, MsrA act -13, MsrA inhibitor -0.1, FAS-TE inh 3, CSN deneddyl inh -2, MT1-MMP act inh 3, eLon inh -4, Rpn11 block inactive and PABP1 MLLE inh 0.
Screening O=C(Nc1cccc(F)c1)c1ccccc1 returned Rin1 Abl inh -2, MsrA act 0, MsrA inhibitor -1.0, FAS-TE inh -4, CSN deneddyl inh 7, MT1-MMP act inh 4, eLon inh -2, Rpn11 block inactive and PABP1 MLLE inh 9.
